# Screens deposited in PubChem BioAssay by National Center for Advancing Translational Sciences (NCATS).
# hERG WT inh: KCNH2 (human, wildtype) channel inhibition; 340,000 tested, 0.37% active; activity change, % at 1.84 µM; AID 720551; U2OS, BacMam KCNH2, thallium flux FluxOr; hits give low values;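 active = maximum activity change below -70%; inconclusive = maximum activity change between -70% and -50%; inactive = maximum activity change above -50%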; note: % is set by controls: 0 for no effect and ±100 for the full control effect
# Target sequence (Q12809 whole entry, looked up): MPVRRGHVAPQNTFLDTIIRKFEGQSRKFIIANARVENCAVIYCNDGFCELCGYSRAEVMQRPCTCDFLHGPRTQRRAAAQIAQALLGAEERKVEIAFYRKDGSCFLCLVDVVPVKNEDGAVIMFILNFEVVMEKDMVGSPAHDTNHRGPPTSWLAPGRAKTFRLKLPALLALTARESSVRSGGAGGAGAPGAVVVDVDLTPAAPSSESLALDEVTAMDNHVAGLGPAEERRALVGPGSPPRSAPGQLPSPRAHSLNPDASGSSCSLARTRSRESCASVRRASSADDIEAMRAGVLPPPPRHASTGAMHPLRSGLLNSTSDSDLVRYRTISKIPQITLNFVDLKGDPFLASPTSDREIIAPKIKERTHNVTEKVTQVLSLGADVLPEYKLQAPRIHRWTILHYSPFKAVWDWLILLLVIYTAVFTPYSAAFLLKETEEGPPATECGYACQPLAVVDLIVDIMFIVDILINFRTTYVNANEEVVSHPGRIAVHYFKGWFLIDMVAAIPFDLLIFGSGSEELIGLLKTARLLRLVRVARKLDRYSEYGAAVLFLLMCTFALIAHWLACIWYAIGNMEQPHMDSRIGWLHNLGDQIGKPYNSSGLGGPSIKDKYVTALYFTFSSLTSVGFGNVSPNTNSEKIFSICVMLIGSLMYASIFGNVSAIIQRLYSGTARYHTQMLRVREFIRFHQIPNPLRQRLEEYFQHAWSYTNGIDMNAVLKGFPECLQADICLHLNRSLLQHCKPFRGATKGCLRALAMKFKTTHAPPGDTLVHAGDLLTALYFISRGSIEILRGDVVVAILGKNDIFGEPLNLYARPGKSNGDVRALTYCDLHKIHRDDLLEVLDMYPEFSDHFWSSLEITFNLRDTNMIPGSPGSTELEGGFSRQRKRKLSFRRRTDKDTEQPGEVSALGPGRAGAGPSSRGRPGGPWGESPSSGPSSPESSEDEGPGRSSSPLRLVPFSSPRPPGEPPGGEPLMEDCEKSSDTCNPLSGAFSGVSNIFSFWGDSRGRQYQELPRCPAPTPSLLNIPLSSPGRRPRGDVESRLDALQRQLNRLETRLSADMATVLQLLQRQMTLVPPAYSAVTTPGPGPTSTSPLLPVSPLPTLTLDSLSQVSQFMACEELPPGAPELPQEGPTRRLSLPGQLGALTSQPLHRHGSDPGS
#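 U2OS cells transduced with wild-type KCNH2 virus are loaded with FluxOr dye for 45 min, and thallium flux is measured in kinetic reads before and after stimulation buffer. Rate constants are normalized to DMSO controls.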
# KCNH2 3.1 inh: blocks the human KCNH2 3.1 channel isoform. U2OS KCNH2 3.1, thallium flux FluxOr; hits give low values. activity change, % (tested at about 1.8 µM). 340,000 tested, 0.95% active;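 active = maximum activity change below -70%; inconclusive = maximum activity change from -70% to -50%; inactive = maximum activity change above -50%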;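 note: thallium influx rate constant from kinetic fluorescence after stimulation buffer; % is set by controls: 0 for no effect and ±100 for the full control effect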
#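 Thallium flux via FluxOr fluorescence (Red40 quencher, 45 min loading) in U2OS cells virally expressing the KCNH2 3.1 isoform (1.77 x 10^8 /mL virus, overnight at 37 C). Rate constants from 2-min kinetic reads post-stimulation, normalised to positive and negative controls.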
# ELG1 repair inh: blocks ELG1-dependent DNA repair in HEK293T cells | AID 504467 | HEK293T ELG1-luciferase reporter, luminescence, 16 h; DNA damage induced by 5-fluorouridine | 330,000 tested, 2.3% active | Potency, µM (titrated, usually from 46.1 µM), without a hit: at the highest dose activity change, negative = inhibition, actives largely listed as inhibitors; note: potency is the fitted concentration of half-maximal effect; % is set by controls: 0 for no effect and ±100 for the full control effect; nearly all actives have a fitted effect of over 55% in size
#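 In this reporter screen, reduction of luminescence relative to DMSO vehicle indicated activity. Compounds and 5-fluorouridine were added together to 2,000 cells per well, incubated for 16 hr at 37 °C, then developed with ONE-Glo.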
# TRPV1 agonist: agonists of human vanilloid receptor 1 (TRPV1); activation, % at 8.33 µM; TRPV1-expressing cells, Fluo-8 calcium influx, agonist mode; 320,000 tested, 0.19% active; AID 540275; in the data active = activation above about 80%; inconclusive = between about 30% and that limit; note: 0% is about no effect
#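 Fluo-8 calcium influx in TRPV1-expressing cells, kinetic read (ex 480/em 520 nm). Compound added and read 3 min for agonist activity, followed by capsaicin at EC20 final and 2 min further read for enhancement.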
# USP2a block: inhibitors of human ubiquitin-specific protease USP2a; 330,000 tested, 0.01% active; USP2 core, Ub-CHOP2 coupled fluorogenic reporter, 485/531; Potency, µM (top dose mostly 38.3 µM), inactives show at the top dose activity change, negative = inhibition, actives largely listed as inhibitors; AID 463254;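 note: potency is the fitted concentration of half-maximal effect; plate controls were DMSO wells for no effect and full inhibition by NEM control for full effect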
#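 Cell-free coupled assay: 10nM USP2 core preincubated 30min RT with compound in Tris-HCl pH 8.0/CaCl2/CHAPS buffer, then 25nM Ub-CHOP2 and 25nM reporter substrate; fluorescence (Ex 485/Em 531) read after 60min RT, normalized to NEM inhibition, concentration-response curves fitted.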
# TSHR antagonist: blocks TSH signaling through the human TSH receptor | AID 504810 | P16473 | TSHR-expressing cells, TSH-stimulated cAMP HTRF, 2 h; hits give low values | activity change, negative = inhibition, % at 11.5 µM | 330,000 tested, 0.2% active;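 active = activity change below a set negative limit, meaning inhibition stronger than a set level, cut at about -70% in these data; inconclusive = activity change between two set negative limits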; note: % is set by controls: 0 for no effect and ±100 for the full control effect
#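 Competitive HTRF cAMP read-out (cryptate anti-cAMP antibody, cAMP-d2; 30 min, room temperature) in freshly harvested TSHR cells. Compounds added before TSH at EC80 (4nM final), followed by 2 hours' incubation at 37 deg C.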
# Eya2 inh: blocks the phosphatase activity of human Eya2; O00167; recombinant Eya2, OMFP fluorescence dephosphorylation (OMFP is methylfluorescein phosphate); Potency, µM (series often up to 76.9 µM), without a hit: at the top dose activity, negative = inhibition, hits mostly inhibitors; 330,000 tested, 0.006% active; note: potency is the fitted concentration of half-maximal effect; % is set by controls: 0 for no effect and ±100 for the full control effect
#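 Eya2 protein (added as 0.2 uM solution) was preincubated with compound for 10 min at ambient temperature in 50 mM HEPES pH 7.5, 50 mM NaCl, 5 uM MgCl2, 0.05% BSA, 1 mM DTT. OMFP (added at 50 uM) then reacted 10 min; fluorescence read at 485/525 nm.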
# Mito fusion yeast: mitochondrial division inhibition or fusion activation; S. cerevisiae fusion-defective mutant growth rescue, CellTiterGlo 48 h; Potency, µM (doses to about 46.1 µM), inactives show at the top dose growth rescue (activation), most hits filed as activators; 320,000 tested, 0.23% active; AID 485298;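 note: potency is the fitted concentration of half-maximal effect; % of control where 0% means no effect; nearly all actives have a fitted effect of over 45% in size; temperature-sensitive fusion mutants such as fzo1-1 at 37 °C on non-fermentable ethanol glycerol medium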
#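 Read-out: ATP-based luminescence (CellTiterGlo, 10 min ambient) reporting growth of fusion-defective ts yeast after 48 hours at 37C on glycerol/ethanol YPEG medium in the presence of compound.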
# TCR activator: T cell receptor activation. 330,000 tested, under 10 active. Potency, µM (series often up to 9.22 µM), for inactives: top-dose activation of IL-2 secretion, hits mostly activators. primary human leukocytes, anti-CD3, IL-2 HTRF, 48 h. AID 504894; note: % of control where 0% means no effect
#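 Human primary leukocytes + a-CD3 beads + cpd, 48 hr; IL-2 in supernatant by HTRF (ex 320nm / em 665nm). No co-stimulatory signal supplied.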
# A-T KAP1 phos: candidate therapy for ataxia-telangiectasia; […] A-T fibroblasts, KAP-1 phosphorylation AlphaLISA; neocarzinostatin DNA damage 30 min before lysis; Potency, µM (titrated, usually from 57.5 µM), inactives show top-dose activation, usual class: activators; 320,000 tested, 0.19% active; AID 485349; note: potency is the fitted concentration of half-maximal effect; % of control where 0% means no effect; nearly all actives have a fitted effect of over 45% in size
#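 ATM-like activity read as KAP-1 phosphorylation via AlphaLISA donor/acceptor antibody pairs after lysis and 6 hr at 25C. Cells were ATM-null patient fibroblasts ([…], hTERT), dosed 60 min, then exposed to the DSB inducer NCS for 30 min.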
# Active calls of the source: *; ? = inconclusive; . = no result given; & = joins results of further samples; [ ] = remark or other dose. Unless noted, calls come from the whole dose curve; as a rule, active = well fitted curve in the direction sought with a large enough effect; inconclusive = small, poorly fitted or top-dose-only effect, or another doubt; inactive = no such curve, though single readings can be large; an effect the other way counts as inactive or inconclusive.
SMILES,hERG WT inh,KCNH2 3.1 inh,ELG1 repair inh,TRPV1 agonist,USP2a block,TSHR antagonist,Eya2 inh,Mito fusion yeast,TCR activator,A-T KAP1 phos
COc1cc(-c2nc(-c3cccc(C)c3)no2)cc(OC)c1OC,2,-17,18µM*,8,0%,-19,-3%,6%,0%[46.1 µM],21%
COc1ccc(NC(=O)NC2(C(=O)N3CCCC3)CCCCC2)cc1,5,-4,1%,0,1%,-11,9%,7%,-2%,-13%
CC(C)N1CCC(N2CCN(C/C=C/c3ccc(F)cc3)CC2CCO)CC1 (configuration not stated),26,-14,18%,1,-1%,-3,8%,-1%,-3%,1%
CCSc1nnc(NC(=O)CSc2nnc(-c3c[nH]c4ccccc34)n2C)s1,-6,26,0%,-4,-4%,-8,17%,-2%,1%,9%
CCOC(=O)c1ccc2c(c1)nc(SCC(=O)N1CCCCC1)n2CC,10,-3,-18%,5,1%,-4,-5%,0%,-33%,11%
CCC(=O)N1CCN(c2ccc(Cl)cc2NC(=O)c2ccc([N+](=O)[O-])o2)CC1,2,-4,-17%,-1,-1%,2,2%,1%,-4%,16%
Cc1cc2cc(CN(CCCO)S(=O)(=O)c3cccc4nsnc34)c(=O)[nH]c2cc1C,-13,20,?,3,1%,17,4%,3%,.,-11%
CCn1c(=O)c(C(=O)CN2CCN(Cc3ccc4c(c3)OCO4)CC2)c(N)n(Cc2ccccc2)c1=O,31,-25,?,3,-2%,-13,0%,4%,-5%,1%
COCCN(C(=O)COC(=O)/C=C/c1ccc2ccccc2n1)c1c(N)n(Cc2ccccc2)c(=O)[nH]c1=O,17,21,12µM*,3,0%,-10,16%,-4%,-6%,12%
CCCCC1CCC(C(=O)N(C)CC(=O)Nc2cccc(F)c2)CC1 (configuration not stated),3,-16,?,?,-7%,-12,-11%,2%,3%,12%
CC1Cc2ccccc2N1S(=O)(=O)c1cccc2nsnc12 (configuration not stated),-16,-7,-9%,8,-1%,-8,-7%,19%,1%,8%
CCc1nn(CCCN2CCN(c3cccc(Cl)c3)CC2)c(=O)n1CCOc1ccccc1,50&46,-49&-36,?,9&-2,-4%&4%,19&-4,-23%&3%,-1%&8%,7%&-9%,14%
O=C(CCCC1=NS(=O)(=O)c2ccccc2N1)OCc1ccc(Cl)cc1,-14,-6,0%,?,3%,8,4%,-3%,3%,5%
COc1ccc(-c2cc(C)no2)cc1S(=O)(=O)N1CCCCC1,26,23,0%,19,2%,-4,-2%,-5%,-1%,-3%
Cc1cc(NC(=O)c2ccccc2-c2ccccc2)ccc1Br,-31,-3,-3%,19,4%,-5,-1%,2%,-2%[46.1 µM],0%

# Given with two lines to a compound: entries from further up
# The line under a structure holds: hERG WT inh | KCNH2 3.1 inh | ELG1 repair inh | TRPV1 agonist | USP2a block | TSHR antagonist | Eya2 inh | Mito fusion yeast | TCR activator | A-T KAP1 phos
COc1ccc(NC(=O)NC2(C(=O)N3CCCC3)CCCCC2)cc1
  5 | -4 | 1% | 0 | 1% | -11 | 9% | 7% | -2% | -13%
CC(C)N1CCC(N2CCN(C/C=C/c3ccc(F)cc3)CC2CCO)CC1 (configuration not stated)
  26 | -14 | 18% | 1 | -1% | -3 | 8% | -1% | -3% | 1%
CCSc1nnc(NC(=O)CSc2nnc(-c3c[nH]c4ccccc34)n2C)s1
  -6 | 26 | 0% | -4 | -4% | -8 | 17% | -2% | 1% | 9%
CCOC(=O)c1ccc2c(c1)nc(SCC(=O)N1CCCCC1)n2CC
  10 | -3 | -18% | 5 | 1% | -4 | -5% | 0% | -33% | 11%
CCC(=O)N1CCN(c2ccc(Cl)cc2NC(=O)c2ccc([N+](=O)[O-])o2)CC1
  2 | -4 | -17% | -1 | -1% | 2 | 2% | 1% | -4% | 16%
Cc1cc2cc(CN(CCCO)S(=O)(=O)c3cccc4nsnc34)c(=O)[nH]c2cc1C
  -13 | 20 | ? | 3 | 1% | 17 | 4% | 3% | . | -11%
CCn1c(=O)c(C(=O)CN2CCN(Cc3ccc4c(c3)OCO4)CC2)c(N)n(Cc2ccccc2)c1=O
  31 | -25 | ? | 3 | -2% | -13 | 0% | 4% | -5% | 1%
COCCN(C(=O)COC(=O)/C=C/c1ccc2ccccc2n1)c1c(N)n(Cc2ccccc2)c(=O)[nH]c1=O
  17 | 21 | 12µM* | 3 | 0% | -10 | 16% | -4% | -6% | 12%
CCCCC1CCC(C(=O)N(C)CC(=O)Nc2cccc(F)c2)CC1 (configuration not stated)
  3 | -16 | ? | ? | -7% | -12 | -11% | 2% | 3% | 12%

# Further entries follow:
SMILES,hERG WT inh,KCNH2 3.1 inh,ELG1 repair inh,TRPV1 agonist,USP2a block,TSHR antagonist,Eya2 inh,Mito fusion yeast,TCR activator,A-T KAP1 phos
CCOC(=O)C1CCN(C(=O)c2cc(C)n(C(C)(C)C)n2)CC1,-9,-17,?,2,0%,7,-7%,-2%,-2%,0%
CC(C)N(CCCNC(=O)C1CCC(CNS(=O)(=O)c2ccccc2)CC1)Cc1ccccc1 (configuration not stated),13,2,1%,2,3%,12,-1%,1%,1%,-3%
O=C(COC(=O)CCNS(=O)(=O)c1cccs1)Nc1ccccc1,.,16,26%,1,1%,6,-20%,-4%,-4%,19%
BrC(=C\c1ccccc1)/C=N/Nc1ccc2nncn2n1,.,.,?,2,2%,-2,-13%,0%,-1%,-6%
CC(=O)c1ccc(OCc2cc(C(=O)N3CCOCC3)no2)cc1,-7,7,?,1,0%,14,4%,-1%,4%,-1%
Cc1cc(C(=O)CSc2nc(N)cc(N)n2)c(C)n1-c1cccc(C(F)(F)F)c1,-2,2,-11%,4,3%,-5,0%,24%,-2%[46.1 µM],5%
COc1cccc(CNc2nc3ccccc3n2CCN2CCCCC2)c1OC,31,-3,?,-4,0%,9,3%,-8%,5%,3%
O=c1cc(N2CCN(Cc3ccccc3)CC2)[nH]c(=O)n1Cc1ccc(F)cc1,-16,-8,-10%,7,-1%,0,-18%,-1%,4%,4%
COc1ccc(S(=O)(=O)N(C(=O)c2ccncc2)c2ccc3oc4c(c3c2)CCCC4)cc1,10,-9,?,-1,-7%,0,-10%,11µM*,1%[46.1 µM],4%
Cc1noc(C)c1S(=O)(=O)N(C)C[C@H]1Oc2ccc(NC(=O)NC(C)C)cc2C(=O)N([C@H](C)CO)C[C@@H]1C,-6,16,20%,.,-1%,29,16%,.,-4%,-5%
COc1ccc(-c2oc3cccnc3c2-c2ccc(OC)nc2)cc1,-9,22,12%,3,-2%,12,-1%,6%,-5%,13%
COc1ccc2[nH]c3c(c2c1)CCN1C(=O)N([C@@H](C)C(=O)NCc2ccc(C)cc2)C(=O)[C@]31C,-1,4,12%,-3,1%,22,-15%,4%,-3%,8%
COc1ccc(CNn2c(C)nc3ccccc3c2=O)cc1,-9,12,-21%,.,-1%,17,-1%,4%,3%,1%
O=C(COC(=O)CCCN1C(=O)c2cccc3cccc(c23)C1=O)Nc1ccc(Cl)cc1,1,-8,15%,-5,1%,-18,-3%,7%,-1%[46.1 µM],15%
CNc1nc(C)c(C(C)=O)cc1C#N,-2,.,17%,-1,1%,2,3%,-1%,-2%,-1%
CC(=O)c1cc2ccc(O)cc2oc1=O,1,-1,5%,4,4%,-12,15%,-9%,0%,-6%
O=C(CCNS(=O)(=O)c1ccccc1)N1CCCCCCC1,3,12,?,2,3%,-3,-3%,-1%,12%,2%
O=C(Cc1ccccc1)NCCn1ccc2ccccc21,-1,22,6%,?,1%,3,-25%,-1%,0%,5%
O=C(CNc1ccc2ccccc2c1)NNC1=NCCC1,1,6,12%,-2,0%,5,0%,-2%,27%[46.1 µM],0%
O=C1CCCc2c1[nH]c1ccc(Br)cc21,-2,-2,8%,-1,-2%,11,-12%,-11%,2%,2%
Cc1nn(-c2ccccc2)c2sc(C(=O)NC3CCCCC3)cc12,11,0,?,?,-1%,-9,-2%,2%,-4%,0%
CN(Cc1ccc(OC(F)F)cc1)C(=O)c1ccc2nccnc2c1,7,0,2%,4,-2%,-2,4%,-3%,-8%,5%
COCCN(C(=O)CCC(=O)Nc1nccs1)C(C(=O)NC(C)(C)C)c1ccc(Cl)cc1 (configuration not stated),-2,15,-21%,-6,2%,3,6%,-8%,0%,2%
O=C(CN1C(=O)NC2(CCCCC2)C1=O)N1CCN(S(=O)(=O)c2ccc(F)cc2)CC1,-6,-8,-6%,0,0%,-3,-10%,-1%,7%,0%
CCc1cc(=S)n2c([nH]c3ccccc32)c1C#N,0,5,?,4,-6%,-40,13%,7%,5%,-5%

# The list is partial; count on the stated rates, not on these rows.
